Bioassay records (PubChem)
GPR7 antagonist: antagonists of human GPR7 (neuropeptides B/W receptor 1). P48145. GPR7-expressing cells, fluorescence antagonist assay. inhibition, % at 4.4 µM. 290,000 tested, 1.1% active; in the data active means inhibition above about 16%, passing the limit was not always enough;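 further: cells stimulated with the agonist NPW; 0% = agonist with vehicle and 100% = vehicle without agonist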
Target sequence (P48145 whole entry, looked up): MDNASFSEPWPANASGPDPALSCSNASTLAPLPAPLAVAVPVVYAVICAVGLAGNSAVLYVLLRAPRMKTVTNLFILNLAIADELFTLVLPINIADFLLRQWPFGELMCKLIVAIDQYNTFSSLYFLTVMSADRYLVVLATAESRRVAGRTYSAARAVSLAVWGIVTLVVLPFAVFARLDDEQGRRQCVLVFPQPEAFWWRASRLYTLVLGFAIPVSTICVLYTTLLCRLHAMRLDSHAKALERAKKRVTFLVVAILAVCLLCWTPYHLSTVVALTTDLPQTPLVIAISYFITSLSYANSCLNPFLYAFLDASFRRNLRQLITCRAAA
M1 ag parental: nonselective activator or artifact in parental CHO-K1 cells | Fluo-8 calcium fluorescence; scaled to maximal ATP response, vehicle zero | activation, % at 3 µM | AID 602248 | 360,000 tested, 0.48% active; in the data active means activation above about 15%;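 further: untransfected CHO-K1 host cells lacking M1 receptor as counterscreen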
OXTR agonist: human OXTR agonism; activation, % at 3 µM; 320,000 tested, 0.32% active; CHO-OTR cells, Fluo-8 calcium fluorescence; normalized: DMSO 0%, oxytocin 100%;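 active means activation above the mean of all tested compounds plus 3 SD, cutoff set per screening run, cut at about 20% in these data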;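 further: peak over basal fluorescence ratio from a 100 s FLIPR kinetic read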
CHO parental Ca: counter-screen for OX1R antagonists: effect in parental CHO cells; parental CHO-K1, ATP-induced calcium, Fluo-8 fluorescence; inhibition, % at 5.6 µM; 330,000 tested, 0.63% active;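 active means inhibition above that plate's mean sample inhibition plus 3 SD, cut at about 26% in these data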;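 further: 0% = ATP-challenged DMSO wells and 100% = DMSO wells without ATP; some compounds past the cut are filed as inactive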
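test system = CHO parental line | reagent = ATP stimulus | measured by = intracellular calcium via Fluo-8 no-wash fluorescent dye | control set = ATP and no-ATP DMSO wells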
CHO-K1 Ca antag: M1 antagonist counterscreen hit in parental CHO-K1 cells; 360,000 tested, 0.6% active; ATP-induced calcium, Fluo-8 fluorescence; inhibition, % at 3 µM; AID 602250;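 active means inhibition above a per-plate cutoff, the plate's mean sample inhibition plus 3 SD, cut at about 24% in these data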;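 further: 0% = DMSO plus EC80 ATP and 100% = DMSO alone without ATP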
TAAR1 antagonist: human TAAR1 antagonism; 360,000 tested, 1.5% active; inhibition, % at 3 µM; Q96RJ0; AID 624466; CHO RD-HGA16 TAAR1, Fluo-8 calcium fluorescence, antagonist;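 active means inhibition above a per-plate cutoff, the mean inhibition of test compounds on that plate plus 3 SD, cut at about 49% in these data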;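 further: 0% = DMSO plus EC80 beta-PEA response and 100% = DMSO alone without agonist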
Target sequence (Q96RJ0 whole entry, looked up): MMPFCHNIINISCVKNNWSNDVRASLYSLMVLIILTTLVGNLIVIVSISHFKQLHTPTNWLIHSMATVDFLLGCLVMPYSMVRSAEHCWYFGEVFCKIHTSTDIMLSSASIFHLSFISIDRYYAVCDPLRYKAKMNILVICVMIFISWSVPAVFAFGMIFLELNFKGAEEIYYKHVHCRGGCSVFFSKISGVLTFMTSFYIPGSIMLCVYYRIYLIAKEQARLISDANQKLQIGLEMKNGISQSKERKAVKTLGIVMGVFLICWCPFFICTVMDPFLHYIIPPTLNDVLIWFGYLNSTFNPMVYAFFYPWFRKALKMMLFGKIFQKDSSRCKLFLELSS
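Material: RD-HGA16 CHO cells with stable hTAAR1 and Gα16; Dosing: single nominal final test compound concentration of 3 µM; Schedule: seeding 17-24 h prior, 75-min 37 °C, 30-min RT dye loading; Detection: kinetic Fluo-8 calcium fluorescence measurement; Measure: % inhibition from peak post-agonist over basal fluorescence ratio; Benchmarks: vehicle and agonist controls.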
OXTR potentiator: potentiates the human oxytocin receptor response; P30559; CHO-OTR cells, Fluo-8 calcium fluorescence, potentiator mode; 0% = oxytocin EC15, 100% = EC100; activation, % at 3 µM; 320,000 tested, 0.061% active; AID 2445;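 active means activation above that plate's cutoff, the mean activation of tested compounds plus 3 SD, cut at about 6.6% in these data, passing the limit was not always enough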;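 further: 100% uses oxytocin at 75 nM as the full agonist control; some results filed as inactive read as strong as hits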
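System: human OTR in CHO cells / Also added: sub-maximal oxytocin, roughly EC15 / Control set: EC15 oxytocin low, 75 nM oxytocin high / Schedule: 6 min compound pre-incubation at room temperature, 100 s kinetic read / Compound: single-point 3.0 µM / Replication: singlicate / Technique: Fluo-8 calcium dye fluorescence / Read-out basis: % activation of max/min ratio relative to oxytocin controls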
CHO-K1 Ca PAM: counter-screen for M1 PAMs: effect in parental CHO-K1 cells; AID 602247; activation, % at 3 µM; 360,000 tested, 0.02% active; ATP EC20, Fluo-8 calcium fluorescence; 0% at ATP EC20, 100% at ATP max;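 active means activation above the run cutoff, the mean activation of all test compounds plus 3 SD, cut at about 40% in these data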;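 further: peak over basal fluorescence ratio in a 140 s read after ATP addition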
V1R ag counter: activates human V1a receptor in oxytocin agonist counter-screen; CHO-V1R cells, Fluo-8 calcium fluorescence, agonist mode; 0% DMSO, 100% 3 nM vasopressin; activation, % at 3 µM; 320,000 tested, 0.25% active; AID 2797;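 active means activation above the mean activation of all tested compounds plus 3 SD, per screening run, cut at about 20% in these data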;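 further: signal is peak over basal fluorescence ratio across a 100 second FLIPR read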
Target sequence (P37288 whole entry, looked up): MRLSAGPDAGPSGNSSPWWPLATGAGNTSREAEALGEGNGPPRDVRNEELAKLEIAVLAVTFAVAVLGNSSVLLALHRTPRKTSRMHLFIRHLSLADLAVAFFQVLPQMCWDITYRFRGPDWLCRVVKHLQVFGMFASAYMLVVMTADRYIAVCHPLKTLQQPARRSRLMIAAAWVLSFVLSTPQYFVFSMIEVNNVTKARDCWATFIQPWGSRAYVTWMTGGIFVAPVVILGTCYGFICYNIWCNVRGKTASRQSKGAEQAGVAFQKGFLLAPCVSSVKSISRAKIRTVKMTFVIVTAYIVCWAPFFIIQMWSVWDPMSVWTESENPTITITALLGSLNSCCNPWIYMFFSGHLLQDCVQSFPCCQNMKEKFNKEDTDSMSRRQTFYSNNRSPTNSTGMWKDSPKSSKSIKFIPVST
Numbers without * were called inactive; · = not tested or not shown.

Every second line gives: GPR7 antagonist	M1 ag parental	OXTR agonist	CHO parental Ca	CHO-K1 Ca antag	TAAR1 antagonist	OXTR potentiator	CHO-K1 Ca PAM	V1R ag counter
- NS(=O)(=O)c1cccc(NC(=O)CC2(CC(=O)O)CCCC2)c1
 : 1	1.4	1.0	7	-14	-11	-6	-3	1.8
- C=CCn1c(SCC(=O)N(CC)c2c(N)n(Cc3ccccc3)c(=O)[nH]c2=O)nnc1-c1ccccc1OC
 : ·	1.2	·	·	-12	-1	·	13	·
- CC1(C(=O)NS(=O)(=O)C2CC2)CCN(C(=O)c2ccc3ccccc3n2)C1 (stereo unspecified)
 : ·	0.5	·	·	5	-7	·	15	·
- c1ccc(CCNc2ccc3c(c2)Cc2ccccc2-3)nc1
 : ·	0.2	·	·	-9	19	·	7	·
- COC(=O)c1ccc(-n2c(C)nc(=O)c(-c3ccccc3)c2C)cc1
 : 7	0.5	0.3	-5	-16	-1	-10	6	0.1
- COc1cc2c(cc1OC)C(c1c(Cl)cccc1Cl)NC(=O)C2 (stereo unspecified)
 : -6	-1.0	-1.2	-11	8	-21	-2	-15	-0.5
- CC(=O)Nc1nc2ccccc2n1CCOc1ccccc1Cl
 : -3	1.1	1.9	1	-3	13	-13	12	0.6
- CN(Cc1ccccc1F)C(=O)CCCNC(=O)c1ccc(Cl)cc1
 : -6	1.8	-0.1	-9	0	-9	0	-9	3.2
- CC(=O)c1c(N2CCOCC2)nc(=O)n(-c2ccccc2)c1C
 : 3	2.0	-0.1	11	-12	-11	-8	9	0.1
- O=C1NCC(c2ccccc2)C1C(=O)N/N=C\c1ccc(-c2cccc(Cl)c2Cl)o1 (stereo unspecified)
 : -7	-0.1	1.6	-6	-4	28	-24	5	0.4
- Cc1ccc(CCNC(=O)CNC(=O)c2cccs2)cc1
 : 10	0.1	-1.1	-2	-6	-20	1	-8	-0.7
- CC(C)(C)c1nnc(NC(=O)Cc2ccccc2[N+](=O)[O-])s1
 : -1	0.0	0.1	-8	-11	-11	-1	19	3.0
- NCCOc1cnn(-c2ccccc2Cl)c(=O)c1Cl
 : -7	0.0	0.3	0	16	13	-4	-12	-0.4
- CN(CCc1ccccc1)C(=O)c1ccc(NC(=O)Cc2cccc(NC(=O)C3CCN(C(=O)CCc4ccccc4)CC3)c2)cc1
 : ·	-0.1	·	·	-6	-14	·	-6	·
- CCOc1cc(N2CCOCC2)c(OCC)cc1NC(=O)CN1C(=O)NC(CC(C)C)C1=O (stereo unspecified)
 : -14	0.5	0.4	-6	-13	-6	4	1	0.3
- CCOc1nc(NCCC2=CCCCC2)nc(N2CCOCC2)n1
 : -19	0.1	-0.8	-14	-4	-36	-4	4	-0.5
- Cc1cc(-c2csc(NC(=O)c3ccc(S(=O)(=O)N(C)C)cc3)n2)c(C)n1-c1ccccc1
 : 4	1.4	0.8	-1	-5	17	2	18	0.8
- O=C(O)c1ccccc1C(=O)c1ccc(Oc2ccccc2)cc1
 : 7	-0.1	-1.5	-4	4	19	-1	-2	0.5
- COC(=O)[C@]1(Cc2ccccc2)N[C@H](CN(C)C(=O)NC(C)C)[C@@H]2C(=O)N(Cc3ccccc3)C(=O)[C@@H]21
 : ·	0.9	-0.8	-14	0	5	-9	-1	-1.1
- CCOc1ccc(Br)cc1S(=O)(=O)Nc1cccc(S(=O)(=O)N2CCOCC2)c1
 : ·	3.0	·	·	3	1	·	-5	·
- Cc1ccc(NC(=O)COC(=O)c2cc(Cl)ccc2[N+](=O)[O-])cc1
 : -4	-0.5	-1.8	-6	-4	-12	-2	16	-1.4
- CCS(=O)(=O)N1Cc2ccccc2CC1C(=O)N1CCN(c2ccccc2)CC1 (stereo unspecified)
 : -5	2.4	-0.1	-11	-14	-11	-6	21	-0.3
- Cc1nc2sc3c(O)cc(=O)[nH]c3c2c(C)c1C
 : -1	0.2	0.5	-12	-2	-7	-3	12	-0.3
- O=C(Nc1nnc(SCc2ccc(Cl)cc2)s1)c1cnccn1
 : -5	1.6	1.8	-1	18	-11	-9	-11	2.8
- CC(C)OCCCn1c(=S)[nH]c2ncccc2c1=O
 : 2	0.8	0.1	3	-14	20	-3	23	0.8
- CCOC(=O)NC(NC(=O)OCC)C(=O)c1ccc(F)cc1
 : -3	-0.1	-0.3	-11	3	-27	0	-3	-0.7
- Cc1csc2nc(CSc3nncn3-c3ccccc3)c(Br)n12
 : -6	0.7	0.1	-15	-4	-5	4	18	0.6
- CCOC(=O)[C@]12CCC=C1N(CCC1=CCCCC1)C(=O)[C@H](CC(=O)NCCCOC)C2
 : ·	0.3	·	·	3	-11	·	11	·
- Cc1ccc(S(=O)(=O)N2CCN(C(=O)CCC(=O)NCc3ccc(F)cc3)CC2)cc1
 : -11	1.0	-0.7	-2	-8	5	-11	27	1.1
- CCOc1cc(S(=O)(=O)NCc2ccccn2)c(C)cc1C
 : -10	·	-0.9	-10	·	12	-3	·	-0.5

Part of the list above, set out differently.
mol | GPR7 antagonist | M1 ag parental | OXTR agonist | CHO parental Ca | CHO-K1 Ca antag | TAAR1 antagonist | OXTR potentiator | CHO-K1 Ca PAM | V1R ag counter
CC(C)OCCCn1c(=S)[nH]c2ncccc2c1=O | 2 | 0.8 | 0.1 | 3 | -14 | 20 | -3 | 23 | 0.8
CN(Cc1ccccc1F)C(=O)CCCNC(=O)c1ccc(Cl)cc1 | -6 | 1.8 | -0.1 | -9 | 0 | -9 | 0 | -9 | 3.2

The results go on.
Every second line gives: GPR7 antagonist	M1 ag parental	OXTR agonist	CHO parental Ca	CHO-K1 Ca antag	TAAR1 antagonist	OXTR potentiator	CHO-K1 Ca PAM	V1R ag counter
- COCCCNC(=S)NC(=O)c1ccccc1
 : 6	0.2	0.9	-9	0	-18	1	2	1.3
- CCC1CCc2c(sc(NC(=O)CSc3nc(-c4ccco4)cc(C(F)(F)F)n3)c2C#N)C1 (stereo unspecified)
 : -9	0.2	0.1	-5	2	8	4	11	1.1
- COc1ccc(NC(=O)N2c3ccccc3C(C)=CC2(C)C)cc1
 : -17	-0.4	1.0	-23	7	7	-6	-13	-0.3
- CCCCNC(=O)C1CCN(c2nc(OC)nc(OC)n2)CC1
 : -2	-0.2	-2.0	-8	-8	-6	-13	9	-0.7
- O=C(O)CCC(=O)N1CCc2c([nH]c3ccccc23)C1C(F)(F)F (stereo unspecified)
 : 25	0.5	-0.2	-2	-2	2	-10	-9	0.6
- COc1cc(C(=O)NCCCNc2nc3cc(C)cc(C)c3cc2C#N)cc(OC)c1OC
 : -19	0.0	-2.7	-35	-7	14	-17	8	-1.4
- NS(=O)(=O)c1ccc(CNC(=O)c2scc3c2CCCC3)cc1
 : -8	1.6	0.4	17	-10	-3	-11	14	0.1
- N#C/C(=C/c1cc(Cl)c(O)c(Cl)c1)C(=O)N1CCCCC1
 : -10	-0.4	-1.3	6	-10	-12	-10	4	1.2
- CCOC(=O)C1CC(c2ccccc2)=NN1c1ccccc1 (stereo unspecified)
 : ·	-0.4	·	·	-15	8	·	9	·
- COCCNC(=O)c1cc2c(s1)-c1ccc(Cl)cc1SC2
 : 14	-0.3	·	·	-7	5	·	-9	·
- O=C(COC(=O)c1cccc(Cl)c1)Nc1cc(Cl)ccc1Oc1ccccc1
 : -8	0.7	3.1	5	-9	22	-11	15	4.8
- C[C@@H](NC(=O)c1nc[nH]c1C(=O)N[C@@H](CCCCNC(=O)OC(C)(C)C)C(=O)OC(C)(C)C)c1ccccc1
 : -9	-0.1	-1.4	-11	-19	50*	-3	11	0.4
- O=C(c1cc2cc(Cl)ccc2[nH]1)N1CCN(c2ccccn2)CC1
 : -6	0.3	0.3	-1	-5	-7	-7	16	1.4
- CCOC(=O)c1c(C)[nH]c(C)c1S(=O)(=O)NCCc1sccc1C
 : 2	-0.3	-0.6	-26	2	24	-4	14	0.1
- CC(NC(=O)C1CCCC1)c1ccc(Br)cc1 (stereo unspecified)
 : -6	-0.7	-1.9	2	17	-3	-9	-11	-0.7
- CCCCN(C(=O)c1c(CC)noc1C)c1c(N)n(CCCC)c(=O)[nH]c1=O
 : ·	1.5	0.1	-1	-6	-35	8	19	1.5
- Cc1ccc(/C=N/N2CCN(Cc3ccccc3)CC2)s1
 : -9	0.6	-1.1	-5	2	-2	3	11	0.8
- COc1ccc(C)cc1NC(=O)CSCc1cc(=O)n2c(C)csc2n1
 : ·	0.6	·	·	-3	-4	·	6	·
- CCN1C(=NCC(C)C)N[C@@H](CCc2ccccc2)[C@H](C(=O)NCC(C)C)[C@H]1C
 : 15	0.5	-1.4	-3	-8	·	-21	8	0.1
- COc1cccc(-c2cnc(C(O)c3cc(C)c(OC)c(C)c3)[nH]2)c1 (stereo unspecified)
 : ·	1.6	·	·	0	-1	·	-1	·
- CCOC(=O)C1=C(C)Nc2nnnn2C1c1ccc(OC)c(Br)c1 (stereo unspecified)
 : -3	0.0	-0.4	-16	-7	-19	-5	2	-0.2
- C/C(=N\NC(=O)c1ccoc1C)c1ccccc1O
 : -1	0.0	-0.7	-7	0	-7	-3	29	0.5
- COc1ccc(-c2oc(NC(=O)CCl)c(C#N)c2-c2ccc(OC)cc2)cc1
 : 0	0.2	1.0	-8	-13	5	-17	0	1.3
- CC(NC(=O)Cn1cc([N+](=O)[O-])cn1)c1ccc(C(C)(C)C)cc1 (stereo unspecified)
 : ·	4.9	7.0	-17	-7	11	-5	18	3.3
- CCOc1ccc(-c2nc(N)ncc2Oc2ccc(OC)cc2)c(O)c1
 : -23	1.3	-0.9	-18	-14	-4	-3	15	-0.1
- N#CC(c1ccc(O)cc1)N1CCOCC1 (stereo unspecified)
 : -6	0.5	0.3	-2	-7	12	-6	21	0.4
- Cc1ccc(NC(=O)C(C)Sc2n[nH]c(CNc3ccccc3)n2)cc1 (stereo unspecified)
 : -5	1.4	-0.1	-21	-20	-5	1	19	2.9
- O=C(Cc1ccc(NC2=NC3CS(=O)(=O)CC3S2)cc1)NCc1ccc(Cl)cc1 (stereo unspecified)
 : 2	1.6	-0.3	-1	1	-20	-1	1	0.4
- Nc1nc(SCCO)[nH]c(=O)c1NC(=O)c1ccccc1F
 : -15	0.5	0.5	2	-1	-13	-5	12	0.0
- O=C(CSc1nnnn1C1CCCCC1)NCc1ccccc1
 : -5	0.2	-0.9	-6	-3	6	-11	5	0.1
- CCOc1ccc(NC(=O)C2CCN(S(=O)(=O)CC)CC2)cc1
 : -17	-0.1	-0.5	-11	5	14	-9	0	0.6
- Cc1ccc(C(=O)CCC(=O)NCc2ccccc2)cc1
 : 7	-0.1	-0.6	-7	-7	-14	-5	-14	0.5
- CCCCN(CCCNC(=O)C1CCN(S(=O)(=O)N2CCOCC2)CC1)Cc1ccccc1
 : 8	0.0	·	·	-5	-20	·	5	·
- Cc1ccc(N2C(=O)C3CCC(C)(C2=O)C3(C)C)cc1C (stereo unspecified)
 : 0	0.3	-0.7	-13	-4	-2	-5	4	-0.8
- C=C(C)c1cccc(C(C)(C)NC(=O)N2CCOCC2)c1
 : -11	0.4	-0.2	-9	-13	3	3	15	4.8
